# Screening results deposited in PubChem BioAssay by Sanford-Burnham Center for Chemical Genomics.
# 697 NFkB inh: inhibitors of the PMA/ionomycin-induced NF-kB reporter in 697 B cells. 330,000 compounds, 0.33% hits. AID 435022. inhibition, % at 4 µM. 697 B-cell NF-kB luciferase reporter, 16 h; in the data active means inhibition above about 35%
# Jurkat NFkB inh: lowers PMA/ionomycin-induced NF-kB signal in Jurkat cells | PMA/ionomycin-induced NF-kB luciferase reporter, luminescence | inhibition, % at 4 µM | 330,000 compounds, 0.53% hits | AID 435003; in the data active means inhibition above about 50%
# TIM10 inh: growth inhibitors of TIM10 yeast strain; S. cerevisiae TIM10 strain growth, BacTiter-Glo luminescence, 24 h; inhibition, % at 10 µM; 330,000 compounds, 1.4% hits;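 active means inhibition of 40% or more at the single tested concentration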;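 further: wild-type TIM10 isogenic control strain grown at permissive 25 °C; 0% = DMSO yeast wells and 100% = minimal medium wells without yeast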
# UPR CHOP act: apoptotic UPR (CHOP) activation; activation, % at 10 µM; CHO-CHOP luciferase reporter, luminescence; percent of tunicamycin response over DMSO baseline; 330,000 compounds, 0.34% hits;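 active means at 10 µM dose, activation of 40% or more, normalized to positive control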;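 further: 100% = tunicamycin at 10 µg/mL and 0% = DMSO alone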
#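 Assay system: CHO-CHOP cells, stable luciferase reporter of PERK-eIF2a-CHOP signalling / Buffer or medium: F12 plus 10% serum / Compound dosing: one dose, 10 µM in 0.5% DMSO / Times: 6 h compound treatment, 37 °C / Technique: luciferase luminescence / Read-out: % reporter activation, DMSO baseline versus tunicamycin full activation / Benchmarks: tunicamycin and DMSO controls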
# Mdm2 MdmX PPI: inhibitors of human Mdm2/MdmX interaction. SaOS-2 split-luciferase Mdm2/MdmX complementation, luminescence. AID 485346. 330,000 compounds, 3% hits. O15151+Q00987. inhibition, % at 8 µM;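 active means inhibition of at least 50% at 8 µM in the primary screen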
# Target sequence (O15151 whole entry, looked up): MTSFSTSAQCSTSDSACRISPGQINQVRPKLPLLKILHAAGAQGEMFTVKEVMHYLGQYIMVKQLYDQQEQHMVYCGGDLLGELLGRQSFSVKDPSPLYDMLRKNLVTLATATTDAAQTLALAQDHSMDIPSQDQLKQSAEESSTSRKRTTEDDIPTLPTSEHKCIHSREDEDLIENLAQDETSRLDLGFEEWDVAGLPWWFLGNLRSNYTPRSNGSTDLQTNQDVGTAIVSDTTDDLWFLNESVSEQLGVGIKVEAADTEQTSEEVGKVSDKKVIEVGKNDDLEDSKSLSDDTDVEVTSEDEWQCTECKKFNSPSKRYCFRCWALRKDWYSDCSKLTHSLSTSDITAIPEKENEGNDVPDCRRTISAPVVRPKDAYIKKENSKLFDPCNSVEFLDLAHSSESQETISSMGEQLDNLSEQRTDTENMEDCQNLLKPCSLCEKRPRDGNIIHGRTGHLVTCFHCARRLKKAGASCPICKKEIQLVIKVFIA
# Target sequence (Q00987 whole entry, looked up): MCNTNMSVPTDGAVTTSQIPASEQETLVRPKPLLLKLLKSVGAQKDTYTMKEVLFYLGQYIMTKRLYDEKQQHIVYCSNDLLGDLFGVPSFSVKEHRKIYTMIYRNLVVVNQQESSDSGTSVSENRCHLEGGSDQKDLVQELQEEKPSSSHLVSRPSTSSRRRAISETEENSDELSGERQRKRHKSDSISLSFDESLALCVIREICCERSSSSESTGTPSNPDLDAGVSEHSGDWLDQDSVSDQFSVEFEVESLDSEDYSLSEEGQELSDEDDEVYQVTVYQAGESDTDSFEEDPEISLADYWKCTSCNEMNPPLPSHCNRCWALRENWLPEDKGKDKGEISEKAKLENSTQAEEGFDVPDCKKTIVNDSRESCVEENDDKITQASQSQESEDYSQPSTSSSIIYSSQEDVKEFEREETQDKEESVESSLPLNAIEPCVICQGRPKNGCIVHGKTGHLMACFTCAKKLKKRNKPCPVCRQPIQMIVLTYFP
# UPR XBP1 act: activators of adaptive arm of unfolded protein response (XBP1); activation, % at 20 µM; CHO-XBP1 luciferase reporter, IRE1-XBP1 UPR activation, luminescence; percent of tunicamycin response, DMSO as zero; 330,000 compounds, 0.33% hits;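 active means versus positive control, 20 µM dose yields 30% or more activation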;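 further: 100% = tunicamycin at 10 µg/mL and 0% = DMSO only wells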
#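 Material: CHO cell line with stable XBP1 luciferase reporter; schedule: 16-18 h cell attachment at 37 °C, then 6 h compound exposure; signal: glow luminescence from Steady-Glo reagent; medium: serum-containing F12 medium, 10% FBS; benchmarks: tunicamycin 10 µg/mL and vehicle-only wells; read-out: percent activation relative to tunicamycin reference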
# tim10-1 inh: growth inhibitors of tim10-1 mutant yeast | 330,000 compounds, 2.2% hits | S. cerevisiae tim10-1 ts strain growth, BacTiter-Glo, 24 h | inhibition, % at 20 µM;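 active means inhibition of at least 40%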;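 further: mutant grown at 25 °C; 0% = DMSO wells with yeast and 100% = wells holding no yeast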
# tim23-1 inh: tim23-1 yeast growth inhibition | inhibition, % at 20 µM | 330,000 compounds, 1.3% hits | S. cerevisiae tim23-1 growth, BacTiter-Glo luminescence, 24 h;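 active means growth inhibition of the mutant yeast at or above 50%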;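 further: temperature-sensitive mutant grown at 25 °C; plate controls were DMSO-treated mutant yeast for no effect and medium wells lacking yeast for full effect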
# Active calls of the source: *.
# Short forms: A = 697 NFkB inh; B = Jurkat NFkB inh; C = TIM10 inh; D = UPR CHOP act; E = Mdm2 MdmX PPI; F = UPR XBP1 act; G = tim10-1 inh; H = tim23-1 inh
CCc1ccc(Cn2nnc(C(=O)Nc3ccc(OC)cc3OC)c2N)cc1
  A: -18 | B: 5 | C: 4 | D: 0.8 | E: 38 | F: 0 | G: 16 | H: 15

O=C(O)c1cc2ccccc2c(N=Nc2cccnc2)c1O
  A: 10 | B: 2 | C: 2 | D: 9.7 | E: 61* | F: -1 | G: 20 | H: 17

O=C(NC1CCCCC1)N(Cc1nc2ccccc2c(=O)[nH]1)C1CCCCC1
  A: -10 | B: -11 | C: 2 | D: 1.0 | E: -6 | F: 0 | G: 36 | H: -3

COc1ccc(C(=O)N(C)CCCC2CCCC2)cc1OC1CCN(C(C)C)CC1
  A: -17 | B: -12 | C: 12 | D: 1.9 | E: 55* | F: -6 | G: 10 | H: 14

COc1ccc(NC(=O)COC(=O)c2cnccn2)cc1Cl
  A: -16 | B: -16 | C: -3 | D: -0.2 | E: 3 | F: -1 | G: 14 | H: -12

N#CCCN(C(=O)COC(=O)c1ccc2ccccc2n1)c1ccccc1
  A: 6 | B: 4 | C: 9 | D: 1.7 | E: 6 | F: -2 | G: 22 | H: 16

CCC(NC(=O)c1cc(COc2ccc(Cl)cc2OC)on1)c1ccncc1 (stereo unspecified)
  A: -57 | B: -79 | C: 10 | D: 6.4 | E: -81 | F: 3 | G: 19 | H: 21

Cc1ccc(C(=O)CSc2nc3cccnc3n2C)cc1
  A: -5 | B: 9 | C: -10 | D: 0.9 | E: 3 | F: -3 | G: 16 | H: -19

COc1ccc(-n2nnnc2SCC(=O)N2CCCc3ccccc32)cc1OC
  A: 4 | B: 9 | C: 7 | D: -0.1 | E: -11 | F: -1 | G: 34 | H: 12

Cc1ccc(SCC(=O)Nc2ccc(-c3nnc(-c4ccco4)o3)cc2)cc1
  A: -66 | B: -49 | C: 4 | D: 2.7 | E: -11 | F: 4 | G: -9 | H: -11

COc1ccc(C(=O)OCC(=O)N(C)C2CCS(=O)(=O)C2)cc1S(=O)(=O)N(C)Cc1ccccc1 (stereo unspecified)
  A: -4 | B: 8 | C: 2 | D: 0.0 | E: -6 | F: 0 | G: -18 | H: -9

COc1ccc(N2CCN(C(CNC(=O)c3ccco3)c3cccnc3)CC2)cc1 (stereo unspecified)
  A: 19 | B: -5 | C: 6 | D: -0.3 | E: -4 | F: 0 | G: 0 | H: 4

CN1OC(c2ccccc2)=C(CO)C1c1ccccc1 (stereo unspecified)
  A: 5 | B: 10 | C: 2 | D: 1.4 | E: -1 | F: -2 | G: 30 | H: 34

CCCN1C2CCCC1CC(NC(=S)Nc1cccc(C)c1)C2 (stereo unspecified)
  A: 4 | B: 3 | C: 15 | D: -2.2 | E: 21 | F: 0 | G: 10 | H: 5

COc1cc(/C=N/Nc2ccccc2[N+](=O)[O-])ccc1OC(=O)c1ccccc1F
  A: -9 | B: -104 | C: 10 | D: 3.2 | E: -227 | F: 7 | G: 12 | H: 18

CCCCn1c2c(c(=N)c3c1CCC3)CCC2
  A: -1 | B: 58* | C: -7 | D: -0.2 | E: 43 | F: -4 | G: -13 | H: 10

CCOC(=O)N1CCN(S(=O)(=O)c2ccc(C(=O)Nc3sc4c(c3C#N)CCC4)cc2)CC1
  A: -23 | B: -9 | C: -4 | D: -0.5 | E: 40 | F: -2 | G: -6 | H: 14

COc1cccc(CN2CCN(C(=O)CCc3nnc(C4CCCCC4)o3)CC2=O)c1
  A: 17 | B: 7 | C: 10 | D: -0.9 | E: 8 | F: -1 | G: -14 | H: 8

COc1ccc(-c2csc(-c3cccnc3)n2)cc1C
  A: -74 | B: -85 | C: 19 | D: 3.6 | E: -74 | F: 7 | G: -80 | H: -27

O=C(O)c1ccccc1C(=O)NNC(=O)C(c1ccccc1)c1ccccc1
  A: -6 | B: -9 | C: 11 | D: -0.2 | E: 5 | F: 0 | G: -8 | H: 10

OCC(O)C(O)C(O)C(O)C1NCCS1 (stereo unspecified)
  A: -4 | B: -7 | C: 14 | D: -0.2 | E: 7 | F: -2 | G: 8 | H: 15

O=c1c(Oc2ccccc2F)coc2cc(OCc3cnn(-c4ccccc4)c3)ccc12
  A: -5 | B: 16 | C: 13 | D: 3.4 | E: 4 | F: 3 | G: 7 | H: 3

Cc1cccn2c(=O)c3cc(C(=O)NC4CCCC4)c(=N)n(CC4CCCO4)c3nc12 (stereo unspecified)
  A: 16 | B: 9 | C: 5 | D: 2.4 | E: 23 | F: 0 | G: -4 | H: 3

CCc1ccc(OCC(=O)NC(=S)Nc2ccc(C(=O)O)cc2)cc1
  A: 24 | B: -7 | C: 4 | D: -0.2 | E: 22 | F: -3 | G: -10 | H: -5

Cc1c(C(=O)N2CCCCCC2)nnn1-c1nonc1N
  A: 18 | B: -1 | C: -6 | D: -2.0 | E: 21 | F: -2 | G: 13 | H: 6

Nc1nnc(SCC(=O)Nc2ccc(F)c(Cl)c2)n1-c1ccccc1
  A: -31 | B: 2 | C: 6 | D: -1.5 | E: 12 | F: -1 | G: 20 | H: -12

C/C(=N/NC(=O)c1cnccn1)c1ccncc1
  A: 11 | B: 1 | C: -3 | D: 1.4 | E: 9 | F: 1 | G: -18 | H: -14

CCOC(=O)C1=C(C)NC(C)=C(C(=O)OCC)C1c1cn(-c2ccccc2)nc1-c1ccco1
  A: 10 | B: -4 | C: 2 | D: 1.9 | E: 28 | F: 5 | G: -4 | H: 3

CCOc1ccc(N2CC(C(=O)NCCc3ccc(F)cc3)CC2=O)cc1 (stereo unspecified)
  A: 3 | B: 2 | C: 1 | D: 0.6 | E: -2 | F: -2 | G: 25 | H: 14

Cn1nnc(NC(=O)c2cccc(F)c2)n1
  A: -163 | B: -102 | C: 11 | D: 1.7 | E: -9 | F: 2 | G: 4 | H: -6

Cc1csc(SCC(=O)Nc2ccccc2[N+](=O)[O-])n1
  A: -35 | B: -17 | C: 9 | D: 1.7 | E: -6 | F: 0 | G: 8 | H: -1

Cc1ccc(CNc2nc3ccccc3n3nnnc23)cc1
  A: -25 | B: -17 | C: -15 | D: 4.1 | E: 32 | F: -1 | G: -12 | H: -12

COc1ccc(Nc2cc(Nc3ccc(OC)cc3)ncn2)cc1
  A: 10 | B: -26 | C: -13 | D: -3.4 | E: 2 | F: -2 | G: -27 | H: -20

CC(C)C(=O)c1ccc(O)c(O)c1
  A: -5 | B: -10 | C: -17 | D: 0.2 | E: 9 | F: 2 | G: -2 | H: 5

O=C(NCCCN1CCOCC1)c1nn(-c2ccccc2)c(=O)c2ccccc12
  A: -28 | B: 12 | C: -1 | D: -1.1 | E: -2 | F: -3 | G: 12 | H: 7

CCC(C)N(C(=O)COC(=O)CNC(=O)c1ccccc1F)C1CCS(=O)(=O)C1 (stereo unspecified)
  A: 11 | B: 21 | C: 6 | D: -1.0 | E: 3 | F: -4 | G: -5 | H: 8

CCC(=O)N1CCN(C(=O)c2ccccc2)CC1
  A: 15 | B: 2 | C: 2 | D: 0.7 | E: 36 | F: -7 | G: -16 | H: -14

Cc1ccc(Cn2c(=O)c3c(nc4n3CCCN4Cc3ccccc3)n(C)c2=O)cc1
  A: -15 | B: 6 | C: 17 | D: 0.7 | E: 23 | F: -2 | G: 13 | H: 26

CCN(c1ccccc1)S(=O)(=O)c1ccc(OC)c(NC(=O)CN(C)C)c1
  A: 28 | B: 0 | C: -20 | D: -0.7 | E: -21 | F: 1 | G: -1 | H: 10

Cc1ccc(C)c(N2CN(CCC3=CCCCC3)CNC2=S)c1
  A: -10 | B: 3 | C: 33 | D: 0.2 | E: 1 | F: -2 | G: 24 | H: 20

CCN(C(=O)COC(=O)CCc1c[nH]c2ccccc12)c1c(N)n(Cc2ccccc2)c(=O)[nH]c1=O
  A: 8 | B: 16 | C: 14 | D: 2.1 | E: -3 | F: -1 | G: 8 | H: 12

CC(C)c1ccc(NC2CCCN(C(=O)CN3CCCC3=O)C2)cc1 (stereo unspecified)
  A: -53 | B: -7 | C: 2 | D: 1.6 | E: -9 | F: 0 | G: 15 | H: 12

CC(C)CN(C(=O)COC(=O)c1c(Cl)ccc(Cl)c1Cl)C1CCS(=O)(=O)C1 (stereo unspecified)
  A: -10 | B: -2 | C: 3 | D: 0.8 | E: -3 | F: 0 | G: 22 | H: 9

Cn1cnnc1Sc1cc(N2CCN(S(=O)(=O)c3ccc(Cl)c(Cl)c3)CC2)ccc1[N+](=O)[O-]
  A: 10 | B: 10 | C: 1 | D: 3.0 | E: 37 | F: 6 | G: 0 | H: 17

CCOC(=O)c1ccc(N2CCOCC2)c(NC(=O)c2c(-c3ccccc3)noc2C)c1
  A: -17 | B: 64* | C: 23 | D: 0.3 | E: 60* | F: 1 | G: 17 | H: 24

CNC(=O)C1CCN(S(=O)(=O)c2c(C)noc2/C=C/c2ccc(C)cc2)CC1
  A: 2 | B: -4 | C: -3 | D: 1.3 | E: 15 | F: 2 | G: -9 | H: -7

CC1=C(C(=O)c2ccccc2)C(c2ccc(N3CCOCC3)cc2)NC(=O)N1 (stereo unspecified)
  A: 6 | B: 12 | C: 1 | D: -2.2 | E: 9 | F: -1 | G: -14 | H: 0

COc1cc(OC)cc(C(=O)Nc2nc(CC(=O)NC(C)c3ccccc3)cs2)c1 (stereo unspecified)
  A: -3 | B: 30 | C: 3 | D: -0.6 | E: 2 | F: -4 | G: 6 | H: 35

O=C(COC(=O)c1ccc(NS(=O)(=O)c2ccc(F)c(F)c2)cc1)NCC1CCCO1 (stereo unspecified)
  A: 16 | B: 8 | C: 7 | D: -2.7 | E: -11 | F: -5 | G: -4 | H: 4

Cc1cccc(OCC(=O)Nc2ccc(NC(=O)c3ccco3)c(C)c2)c1
  A: 3 | B: 2 | C: -9 | D: 2.0 | E: 6 | F: -2 | G: 2 | H: 22

COC(=O)c1cccc(Nc2ncnc3ccc(C)cc23)c1
  A: 4 | B: -9 | C: 23 | D: 0.2 | E: 35 | F: 1 | G: 27 | H: 14

NC(=O)NCC(=O)N1CCC(C(O)(c2ccccc2)c2ccccc2)CC1
  A: 14 | B: -11 | C: -6 | D: -0.4 | E: 19 | F: -2 | G: -9 | H: -3
